Compound activity: PubChem, National Center for Advancing Translational Sciences (NCATS)
FLuc modulator = firefly luciferase modulation, counter-screen for miR-21 project; 360,000 tested, 6.9% active; purified FLuc, Km substrates, luminescence inhibition; P08659; Potency, µM (highest dose often 57.5 µM), without a hit: top-dose activity change, negative = inhibition, hits mostly inhibitors; active = well fitted inhibition curve with a large enough effect; inconclusive = small, poorly fitted or top-dose-only effect;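 note: plate controls were vehicle for no effect and reference inhibitor for full effect; nearly all actives have a fitted effect of over 55% in size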
Target sequence (P08659 whole entry, looked up): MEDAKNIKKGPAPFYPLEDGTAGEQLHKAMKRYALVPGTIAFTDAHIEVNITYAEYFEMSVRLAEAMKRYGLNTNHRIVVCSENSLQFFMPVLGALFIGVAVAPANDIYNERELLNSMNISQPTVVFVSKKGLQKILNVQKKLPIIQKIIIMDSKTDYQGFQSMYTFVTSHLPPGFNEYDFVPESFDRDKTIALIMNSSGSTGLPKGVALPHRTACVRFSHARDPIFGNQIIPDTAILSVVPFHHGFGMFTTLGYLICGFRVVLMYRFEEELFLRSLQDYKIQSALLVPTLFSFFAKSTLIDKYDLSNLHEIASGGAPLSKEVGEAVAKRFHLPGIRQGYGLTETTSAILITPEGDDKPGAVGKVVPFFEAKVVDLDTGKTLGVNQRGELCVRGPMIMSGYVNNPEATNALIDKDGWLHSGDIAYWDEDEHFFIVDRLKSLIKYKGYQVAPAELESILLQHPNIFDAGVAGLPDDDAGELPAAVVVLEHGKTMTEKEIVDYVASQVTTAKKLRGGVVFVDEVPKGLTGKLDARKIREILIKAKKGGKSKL
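Purified P. pyralis luciferase (10nM final) with 10uM D-luciferin and 10uM ATP (Km levels) in 50mM Tris acetate pH 7.5, 10mM Mg acetate, 0.01% Tween-20, 0.05% BSA; qHTS 6-point titration, ~60 µM downward; luminescence read.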
Numbers without * were called inactive; ? = inconclusive. Potency is the fitted concentration of half-maximal effect.

SMILES | FLuc modulator
COc1cc(Cl)c(C)cc1NC(=O)C1CCN(c2nc3ccccc3n3cccc23)CC1 | -2%
COc1ccc(CNC(=O)CN2C(=O)CCn3nc(-c4ccccc4)cc32)c(OC)c1 | -3%
CN(Cc1ccccc1)S(=O)(=O)c1ccc(F)c(C(=O)Nc2cc(Cl)cc(Cl)c2)c1 | -12%
CCOC(=O)c1ccccc1NC(=O)CSc1ncc(CO)n1Cc1ccc(C)cc1 | -9%
Cc1cccc(NC(=O)CSc2nc(=O)n(Cc3cccnc3)c3c2CCC3)c1C | -5%
CCc1ccccc1N1C(=O)N(CC(=O)c2ccc(OC)cc2)c2ccccc2S1(=O)=O | -1%
CCOC(=O)C1=C(C)N=C2SCCC(=O)N2C1c1ccc(OCc2ccccc2)c(OC)c1 (centres undefined) | 0%
CCOc1ccccc1CNC(=O)CN1C(=O)CCn2nc(-c3cn(C)c4ccccc34)cc21 | -5%
CC(=O)c1ccc(NC(=O)c2ccc(-c3nc(CSc4ccccc4)c(C)o3)cc2)cc1 | -1%
COc1ccc(CCNC(=O)CCn2c(=O)c3cccn3c3cccnc32)c(OC)c1OC | -6%
COc1ccc(C2c3c(n(C)c4ccccc34)C(=O)N2CC(=O)Nc2cccc(Cl)c2)cc1 (centres undefined) | -12%
Cc1coc2c1c(C)cc1oc(=O)c(CC(=O)NCCc3ccc(Cl)cc3)c(C)c12 | -1%
COc1cc(OC)cc(N2C(=O)N(Cc3ccc(C(C)(C)C)cc3)c3ccccc3S2(=O)=O)c1 | -3%
CCN1CCN(C(c2ccccc2)c2c(O)cc(C)n(Cc3ccco3)c2=O)CC1 (centres undefined) | ?
CCC(=O)Nc1ccc(CC)cc1-c1nc2ccccc2n(CC(=O)c2ccc(OC)cc2)c1=O | -2%
O=C(COc1ccccc1F)Nc1ccc(Cl)c(-c2nc3ccccc3[nH]2)c1 | -13%
Cc1oc(-c2ccc(C(=O)NCc3cccc(F)c3)cc2)nc1COc1ccccc1 | 1%
CC(=O)N1c2nc(-c3ccco3)nn2C2(CCCCC2)[C@@H]2CCCC[C@@H]21 | -1%
COc1ccc(NC(=O)Cn2c3ncccc3c(=O)n2-c2ccc(C)c(C)c2)c(OC)c1 | -5%
CCC(Sc1nncn2c1cc1sccc12)C(=O)Nc1cccc(OC)c1 (centres undefined) | 3%

Reprinted at random: 3 compounds from above, in no set order.
SMILES | FLuc modulator
COc1ccc(C2c3c(n(C)c4ccccc34)C(=O)N2CC(=O)Nc2cccc(Cl)c2)cc1 (centres undefined) | -12%
O=C(COc1ccccc1F)Nc1ccc(Cl)c(-c2nc3ccccc3[nH]2)c1 | -13%
CC(=O)N1c2nc(-c3ccco3)nn2C2(CCCCC2)[C@@H]2CCCC[C@@H]21 | -1%

The list continues:
SMILES | FLuc modulator
CCOc1ccc(-n2c(=O)c3c4c(sc3n(Cc3cccc(Cl)c3)c2=O)CCCC4)cc1 | -1%
Cc1nn(CC(=O)NCc2ccccc2Br)c(=O)c2cc3occc3n12 | 1%
O=C(COc1ccc(F)cc1)NC1CC(=O)N(c2ccc3c(c2)OCCO3)C1 (centres undefined) | 2%
CCN1C(=O)c2ccccc2Sc2ccc(NC(=O)COc3ccc(Cl)cc3)cc21 | 4%
Cc1ccc(CCNC(=O)c2ccc3c(c2)N(Cc2cccc(Cl)c2)C(=O)c2ccccc2S3(=O)=O)cc1 | 9%
Cc1ccc(C(=O)c2sc(Nc3ccc(F)cc3)c(C#N)c2N)cc1 | 0%
CC(=O)Nc1ccccc1-c1nc2ccccc2n(CC(=O)Nc2cccc(C(F)(F)F)c2)c1=O | -4%
CCOC(=O)C1(C)C=C(Nc2ccc(C)cc2)C(=O)N1c1ccccc1 (centres undefined) | 7%
Oc1cccc(-c2nc3ncccn3c2Nc2cccc(C(F)(F)F)c2)c1 | -2%
CCc1ccccc1N(c1nc(-c2ccc(OC)c(OC)c2)no1)c1nc(-c2ccc(OC)c(OC)c2)no1 | -2%
CCC(Sc1nc2c(sc3ccccc32)c(=O)n1CCc1ccccc1)C(=O)N(CC)CC (centres undefined) | 5%
COc1ccccc1N1CCN(c2nc3c(S(=O)(=O)c4ccc(C)c(C)c4)nnn3c3ccc(Cl)cc23)CC1 | -3%
CC(=O)N1CCc2c(sc3c2c(=O)n(CCc2ccccc2)c(=O)n3Cc2ccccc2C)C1 | 0%
CCc1ccc(S(=O)(=O)c2nnn3c2nc(Nc2ccc(C)c(Cl)c2)c2sccc23)cc1 | 5%
Fc1ccc(F)c(Nc2c3c(nc4ccc(Cl)cc24)CCC3)c1 | -15%
O=C(c1ccc(Cl)cc1)N1CCC(c2nc3ccccc3o2)CC1 | -12%
Cc1ccc(NC(=O)C2CCCN(S(=O)(=O)c3c(C)n[nH]c3C)C2)cc1Cl (centres undefined) | -7%
CCOC(=O)c1c(C)[nH]c(C)c1S(=O)(=O)N1CCC(C(=O)N2CCN(c3cccc(C)c3)C(C)C2)CC1 (centres undefined) | -3%
O=C(OCC1CCCO1)c1ccc2c(c1)N(Cc1ccccc1)C(=O)c1ccccc1S2(=O)=O (centres undefined) | -9%
CCc1ccc(-c2nn(CC(=O)NC3CCCC3)c3c2cnc2ccc(F)cc23)cc1 | 3%
CCCNC(=O)C1CCC(Cn2c(=O)c3sccc3n(CC(=O)Nc3ccccc3C)c2=O)CC1 (centres undefined) | 2%
COc1cc2nc(SCC(=O)Nc3c(C)cc(C)cc3C)n3nc(CCn4c(C)nc5ccccc54)nc3c2cc1OC | -2%
CC1=C(c2ccc(C(C)C)cc2)S(=O)(=O)NC1=NCc1ccccc1C | 0%
CCOC(=O)c1[nH]c(C)c(CCC(=O)NCc2ccc(CC)cc2)c1C | -10%
Cc1cccc(Cn2cc3c(=O)n(CC(=O)Nc4cccc(C)c4C)nc-3c3cc(F)ccc32)c1 | -7%
CSc1nnc2c(n1)OC(c1cccc(O)c1Cl)Nc1ccccc1-2 (centres undefined) | -14%
COc1ccc(Cc2nc3ccc(C(=O)NCCc4ccc(OC)c(OC)c4)cc3o2)cc1 | 1%
CCOC(=O)c1c(NC(=O)c2ccccc2C)sc2c1CCCC2 | -19%
CCC(Oc1ccccc1-c1nnc(-c2ccccc2)o1)C(=O)Nc1ccc(C(C)=O)cc1 (centres undefined) | -2%
CCOc1ccc(CCNC(=O)c2ccc3c(c2)N(Cc2ccc(F)cc2)CCS3)cc1 | -13%
O=C(CSc1nc(=O)[nH]c2c1CCC2)NCc1ccccc1 | 1%
Cc1cccc(N2CCN(C(=O)CN3C(=O)CSc4c3c(C)nn4-c3ccccc3)CC2)c1C | -12%
CCOC(=O)C1CCC(CN(Cc2ccccc2)S(=O)(=O)c2ccc(Cl)cc2)CC1 (centres undefined) | -9%
COc1ccc(C(=O)CCC(=O)Nc2ccc(OC)c(Cl)c2)cc1 | 1%
Cc1ccc(-n2c(=O)c3c(c4cc(C)ccc4n3C)n(CC(=O)NCc3ccccc3)c2=O)cc1 | -5%
COc1ccc(CNc2oc(-c3ccc(COc4ccccc4C)o3)nc2C#N)cc1 | -7%
COc1ccc(NC(=O)C2CCCN(c3ncnc4onc(C)c34)C2)cc1OC (centres undefined) | 1%
Cc1ccc(N2CCN(C(=O)c3c(C)oc4ncn(CC(C)C)c(=O)c34)CC2)c(C)c1 | -3%
Cc1nc2c(C(=O)NCCc3ccc(Cl)cc3)c[nH]n2c(=O)c1Cc1ccc(Cl)cc1 | ?
O=C(Cc1ccc(Cl)cc1)Nc1ccc2nn(-c3ccccc3)nc2c1 | 2%

Sorted by count of non-hydrogen atoms (rising): part of the list above.
SMILES | FLuc modulator
O=C(CSc1nc(=O)[nH]c2c1CCC2)NCc1ccccc1 | 1%
COc1ccc(C(=O)CCC(=O)Nc2ccc(OC)c(Cl)c2)cc1 | 1%
CSc1nnc2c(n1)OC(c1cccc(O)c1Cl)Nc1ccccc1-2 (centres undefined) | -14%
CCOC(=O)c1[nH]c(C)c(CCC(=O)NCc2ccc(CC)cc2)c1C | -10%
COc1ccc(NC(=O)C2CCCN(c3ncnc4onc(C)c34)C2)cc1OC (centres undefined) | 1%
CCOC(=O)C1CCC(CN(Cc2ccccc2)S(=O)(=O)c2ccc(Cl)cc2)CC1 (centres undefined) | -9%
Cc1ccc(N2CCN(C(=O)c3c(C)oc4ncn(CC(C)C)c(=O)c34)CC2)c(C)c1 | -3%
CCOc1ccc(CCNC(=O)c2ccc3c(c2)N(Cc2ccc(F)cc2)CCS3)cc1 | -13%
CCC(Oc1ccccc1-c1nnc(-c2ccccc2)o1)C(=O)Nc1ccc(C(C)=O)cc1 (centres undefined) | -2%
Cc1cccc(N2CCN(C(=O)CN3C(=O)CSc4c3c(C)nn4-c3ccccc3)CC2)c1C | -12%
Cc1cccc(Cn2cc3c(=O)n(CC(=O)Nc4cccc(C)c4C)nc-3c3cc(F)ccc32)c1 | -7%

(continued)
SMILES | FLuc modulator
Cc1c(-c2nc(-c3ccccc3)no2)nnn1-c1ccc(F)c(Cl)c1 | -3%
COCCCn1c(=N)c(C(=O)NC2CCCC2)cc2c(=O)n3cccc(C)c3nc21 | -6%
COc1cccc(OCCn2c(-c3ccc(Cl)cc3)nc3ccccc3c2=O)c1 | -3%
COc1ccc(NC(=O)c2cc3cc(C)ccc3n2C)cc1 | -5%
CCn1cc(C(=O)NCc2ccc(C)cc2)c(=O)c2cc(S(=O)(=O)N(C)C3CCCCC3)ccc21 | 0%
COc1cc(NC(=O)CN2C(=O)c3ccccc3Sc3ccc(C(=O)N4CCCC4)cc32)cc(OC)c1 | 0%
CCOC(=O)COc1ccc(F)cc1C(=O)c1ccn2nc(-c3ccc(C)cc3)cc2n1 | 1%
CCOc1ccccc1CNC(=O)c1ccc2c(c1)sc1nc(-c3cccc(OC)c3)cn12 | -11%
O=S(=O)(Nc1ccc(C(F)(F)F)cc1)c1ccc2c(c1)OCCO2 | -14%
Cc1ccc(N(Cc2cccs2)C(=O)c2ccccc2[N+](=O)[O-])cc1 | -19%
Cc1cc(C)cc(NC(=O)Cn2c(=O)n(Cc3ccc4c(c3)OCO4)c(=O)c3oc4ccccc4c32)c1 | -2%
O=c1n(Cc2ccccc2Cl)c2ccccc2c2nc(-c3ccccc3)nn12 | 6%
Cc1ccc(CN(C(=O)c2ccccc2F)c2ccccn2)o1 | -3%
Cc1ccccc1OCC(=O)N(Cc1ccc(N(C)C)cc1)CC1CCCO1 (centres undefined) | -11%
COc1ccc(Nc2nc3ccccc3nc2NS(=O)(=O)c2ccc(Cl)cc2)cc1OC | 6.7µM*
Cc1ccc(-n2ncc(C(=O)NCc3ccccc3)c2C2CCN(C(=O)OC(C)(C)C)CC2)cc1 | 1%
COc1ccccc1Nc1cc(C(=O)NCc2cccs2)c2ccccc2n1 | 9.5µM*
CCc1cc2c(cc3c(=O)n(CC(=O)N4CCCCC4)nc(CC)n32)s1 | -2%
Cc1cc2c(n1-c1ccc(C(=O)NCCc3ccccc3)cc1)CCC(C)C2 (centres undefined) | ?
CCOC(=O)c1cccc(NC(=O)Cn2cnc3nc4c(cc3c2=O)CCCC4)c1 | -15%
COc1ccc(-n2nc(C(=O)N3CCN(c4cccc(C)c4C)CC3)c3c4ccccc4n(C)c3c2=O)cc1 | 1%
Cc1cc(OC(C)C(=O)Nc2sc3c(c2C(N)=O)CCCC3)ccc1Cl (centres undefined) | -3%
CC1=C(c2ccc(C)c(C)c2)S(=O)(=O)N=C1N1CCC(C(=O)NCc2ccc(Cl)cc2)CC1 | 5%
COc1ccc(NC(=O)c2c(NCc3cccs3)sc3c2CCCCC3)cc1 | ?
O=C(CSc1c2c(nc3ccc(Cl)cc13)CCCC2)N1CCCCC1 | 4%
CCCCNC(=O)c1ccc2c(c1)N=C(CC)c1ccccc1S2 | 1%
CSc1ccc(CCNC(=O)NCc2noc3ccccc23)cc1 | ?
CN(C)c1ccc(CNC(=O)CN2C(=O)C3CCCCN3c3ccc(C(=O)N4CCCC4)cc32)cc1 (centres undefined) | -7%
Cc1ccc(-c2nc(C)c(CCNC(=O)C(=O)Nc3ccc4c(c3)OCCO4)s2)cc1 | -1%
COc1ccc(C(=O)c2oc3ccccc3c2NC(=O)c2nc(SC)ncc2Cl)cc1Cl | 2%
CC(=O)Nc1ccc(S(=O)(=O)N2CCC(c3ccncc3)CC2)cc1 | -3%
O=C(CN1C(=O)COc2ccc(S(=O)(=O)Nc3ccccc3)cc21)NCc1ccccc1Cl | ?
CCOC(=O)c1ccc2c(c1)N(Cc1ccc(F)cc1Cl)C(=O)c1ccccc1S2 | 5%
Cc1ccccc1NC(=O)CSc1nc2nccnc2c(=O)n1CCc1c[nH]c2ccccc12 | 2%
CCOC(=O)c1ccc(NC(=O)C(C)Sc2nc(=O)cc(N)n2CCc2ccccc2)cc1 (centres undefined) | -12%
CCOC(=O)c1c(NC(=O)/C=C/c2ccc(OCC)cc2)sc2c1CCCC2 | 4%
CCc1cccc(NC(=O)c2c(C)oc3ncnc(N4CCCCC4)c23)c1 | -3%
CCN(Cc1ccccc1)C(=O)Cn1c(=O)n(-c2ccc(Cl)c(Cl)c2)c(=O)c2c(C)c(C(=O)N(C)C)sc21 | -9%
O=c1[nH]c(SCc2c(F)cccc2Cl)nc2c1CCC2 | -9%
Cc1cccc(C(=O)Nc2ccc(N3CCC(N4CCCCC4)CC3)c(C(=O)O)c2)c1 | -4%
O=C1[C@@H]2CSC(c3ccc(F)cc3)N2C(=O)N1c1ccc(Cl)cc1 (some centres undefined) | -2%
CC(C)CCn1c(=O)c2cccnc2n(CC(=O)Nc2ccc(F)cc2)c1=O | 5%
Cc1ccc(CN2C(=O)N(c3ccccc3)C(=O)C2CC(=O)Nc2ccccc2)cc1 (centres undefined) | 3%
CCOC(=O)c1ccc2c(c1)N(Cc1cccc(C(F)(F)F)c1)C(=O)c1ccccc1S2(=O)=O | 5%
Cc1ccc(-n2c(=O)c3cccnc3n2CC(=O)NCc2ccc(Cl)cc2)cc1 | -15%
Cc1ccc(Cl)cc1N1CCN(C(=O)Cn2c(-c3cccs3)cc3cc(F)ccc32)CC1 | 2%
COc1cc(Nc2nc(SCc3ccccc3Cl)nc3ccccc23)cc(OC)c1 | -6%

This is a subset. The share of hits here may be higher or lower than overall.
